Screens deposited in PubChem BioAssay by several laboratories.
Candida biofilm = clotrimazole potentiators killing Candida biofilms, primary screen, with clotrimazole, Alamar Blue; inhibition, % at 6 µM; hit rate 0.14% among 85,000; C. albicans biofilm + clotrimazole; AID 834, 2007;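 active means inhibition above 20%; inactive means inhibition below 20%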;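 further: preformed 24 hr biofilms exposed to compound for 48 hr; 0% = biofilm without compound and 100% = blank killed by clotrimazole plus chlorhexidine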
Smad3 inh = Smad3/FoxH1 peptide binding inhibitors, primary screen, biochemical, TR-FRET. TR-FRET Smad3/Dy647-FoxH1 peptide binding, europium anti-His. hit rate 0.29% among 88,000. Mothers against decapentaplegic homolog 3 (Homo sapiens), P84022. inhibition, % at 25 µM;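 active means compounds that reduce the energy-transfer binding signal between the protein and its labelled peptide by more than half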;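 further: 0% = Smad3 plus labelled peptide maximal FRET and 100% = peptide-only background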
Target sequence (P84022 whole entry, looked up): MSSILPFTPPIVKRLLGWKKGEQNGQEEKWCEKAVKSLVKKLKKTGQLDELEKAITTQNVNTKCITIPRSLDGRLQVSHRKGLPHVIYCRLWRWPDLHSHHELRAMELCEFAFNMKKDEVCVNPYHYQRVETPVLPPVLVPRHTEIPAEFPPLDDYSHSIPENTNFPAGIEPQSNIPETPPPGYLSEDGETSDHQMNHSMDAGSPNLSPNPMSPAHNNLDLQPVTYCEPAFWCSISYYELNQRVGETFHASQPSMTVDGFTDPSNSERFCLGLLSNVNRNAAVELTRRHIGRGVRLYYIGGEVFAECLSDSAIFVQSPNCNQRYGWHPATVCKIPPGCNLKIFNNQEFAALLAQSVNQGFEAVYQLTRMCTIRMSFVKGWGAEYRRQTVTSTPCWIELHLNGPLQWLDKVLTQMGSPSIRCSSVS
Fibroblast inh = antiproliferative effect on LL 47 fibroblasts – human, LL 47 cells, CellTiter-Glo luminescence, primary screen; LL 47 human lung fibroblast viability, ATP luminescence; active compounds read low; hit rate 1.1% among 85,000; viability, % at 10 µM;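 active means viability at or below 50% in the single dose screen; inactive means viability above 50%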;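 further: compound exposure lasted 72 h before the ATP readout; 100% = median luminescence of untreated cell-only wells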
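Assay system: human lung fibroblast line LL 47, low passage. Input: 1,150 fibroblasts seeded per well. Times: overnight cell rest, 72 h compound treatment at 37 °C. Evaluation: % viability of median cell-only signal. Technique: luminescent ATP detection, CellTiter-Glo. Control set: cell-only wells, no compound.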
ERa SRC1 inh = ERα–SRC-1 coactivator interaction inhibitors, primary screen, biochemical, TR-FRET, ERα LBD, estradiol-bound | Estrogen receptor (Homo sapiens), P03372 | TR-FRET ER-alpha LBD / SRC-1 peptide | inhibition, % at 25.6 µM | hit rate 1.7% among 86,000; in the data active means inhibition above about 50%;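 further: 0% = receptor plus peptide control and 100% = peptide only without receptor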
sEH activator = soluble epoxide hydrolase activators, primary screen, biochemical, human sEH. Bifunctional epoxide hydrolase 2 (Homo sapiens), P34913. purified human sEH enzymatic activity, activator screen. activation, % at 2 µM. hit rate 0.04% among 91,000. AID 717, 2007; in the data active means activation above about 37%; further: values of inactives mirror those of a sister screen read the other way
Target sequence (P34913 whole entry, looked up): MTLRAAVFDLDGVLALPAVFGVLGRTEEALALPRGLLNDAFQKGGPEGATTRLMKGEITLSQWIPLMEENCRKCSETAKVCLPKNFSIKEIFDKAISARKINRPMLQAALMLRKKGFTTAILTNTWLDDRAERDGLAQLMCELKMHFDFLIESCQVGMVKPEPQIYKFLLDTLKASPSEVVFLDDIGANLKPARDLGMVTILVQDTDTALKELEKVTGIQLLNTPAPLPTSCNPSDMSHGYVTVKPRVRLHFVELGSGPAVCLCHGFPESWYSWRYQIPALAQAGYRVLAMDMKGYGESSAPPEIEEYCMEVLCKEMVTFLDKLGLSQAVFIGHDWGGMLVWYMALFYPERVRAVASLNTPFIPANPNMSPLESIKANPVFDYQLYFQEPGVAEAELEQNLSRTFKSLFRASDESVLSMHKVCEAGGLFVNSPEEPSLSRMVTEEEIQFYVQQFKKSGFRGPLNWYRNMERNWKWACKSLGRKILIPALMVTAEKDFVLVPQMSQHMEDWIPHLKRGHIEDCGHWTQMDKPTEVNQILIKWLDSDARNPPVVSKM
ERb coact inh = inhibitors of ERβ-SRC1 coactivator interaction, primary screen, biochemical, TR-FRET, ERβ LBD, SRC-1 peptide; TR-FRET ER-beta LBD / SRC1-Cy5 peptide binding; receptor agonist-loaded with 1 µM estradiol; inhibition, % at 25.6 µM; hit rate 1.3% among 86,000;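 active means compounds whose percent inhibition of the receptor-coactivator binding signal exceeds about 50% in the single-dose screen, limit read from the data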;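 further: 0% = receptor plus peptide wells without compound and 100% = peptide-only wells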
HUVEC inhibit = inhibitors of HUVEC proliferation, primary screen, cell-based, 384-well; CellTiter-Glo luminescence, 72 h; active compounds read low; viability, % at 10 µM (by protocol); hit rate 1.1% among 86,000;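 active means viability at or below 30%; inactive means viability above 30%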;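 further: 100% = median luminescence of DMSO-only cell control wells on each plate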
ERa SRC1 pot = enhancers of ERα–SRC-1 coactivator binding, primary screen, biochemical, TR-FRET, ERα LBD, low estradiol. TR-FRET ERalpha-LBD/SRC-Cy5 coactivator binding, 2 h; 100 = basal binding, no effect. hit rate 1.3% among 86,000. Estrogen receptor (Homo sapiens), P03372. coactivator binding (% of control), % at 25.6 µM; in the data active means activity above about 200%;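 further: binding measured in presence of low estradiol as agonist stimulus; 0% = peptide alone without receptor and 100% = receptor with peptide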
H69AR growth 86K = proliferation blockers of H69AR lung cancer cells, primary screen, cell-based, human, 86K library. hit rate 6% among 85,000. H69AR lung tumor viability, ATP luminescence, 72 h; active compounds read low. viability, % at 10 µM. AID 598, 2007;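 active means viability at or below 40%; inactive means viability above 40%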;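 further: multidrug resistant small cell line overexpressing MRP-1 efflux transporter; 100% = mean luminescence of untreated control wells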
* = called active by the depositor; / = no result given; [ ] = dose if it differs, or a comment.

SMILES	Candida biofilm	Smad3 inh	Fibroblast inh	ERa SRC1 inh	sEH activator	ERb coact inh	HUVEC inhibit	ERa SRC1 pot	H69AR growth 86K
CCOC(=O)c1c(NC(=O)CSc2nnc(CNc3ccc(C)cc3C)o2)sc(C)c1C	0.9	4.8	92.2	-13.9[fluorescence artefact?]	-0.8	-5.1	86.9	102.6	92.8
Clc1ccc(SCc2cn3ccsc3n2)cc1	0.4	-13.7	99.9	-19.0	-3.1	-24.1	104.1	365.6*[fluorescence artefact?]	94.1
C#CCNc1nc(C(C)C)nc2c1nnn2Cc1ccccc1F	7.9	0.3	81.5	-7.4	/	-5.8[fluorescence artefact?]	126.8	110.5	104.3
COC(=O)c1ccc2c(=O)n(CC3CCCO3)c(SCC(=O)Nc3ccccc3OC)nc2c1 (stereo not drawn)	-3.7	1.1	112.9	18.4[fluorescence artefact?]	-23.2	5.6[fluorescence artefact?]	85.8	134.0	83.3
Nc1ccc2nc3n(c(=O)c2c1)CCC3	-3.1	1.8	95.0	11.4[fluorescence artefact?]	11.3	18.4[fluorescence artefact?]	107.4	214.7*	99.0
Cc1cc(C(=O)CSc2nnc(C3COc4ccccc4O3)n2C)c(C)n1-c1ccc(F)cc1 (stereo not drawn)	5.4	16.3	91.2	-13.4	5.6	6.1	92.2	92.5	92.5
COC(=O)c1ccccc1NC(=O)CN(C)S(=O)(=O)c1ccc(OC)c(C)c1	7.9	4.3	92.8	-8.1	2.3	0.6	73.4	105.3	78.4
Cc1ccc(S(=O)(=O)Nc2cc(C(=O)N3CCOCC3)ccc2N2CCCCC2)cc1	7.0	-0.1	99.2	-2.7	3.8	-6.7	104.5	105.4	103.1
CCSCCOC(=O)C1=C(C)NC(=O)NC1c1ccccc1 (stereo not drawn)	1.4	-8.1	101.7	2.1[fluorescence artefact?]	0.7	-2.7[fluorescence artefact?]	102.9	100.7	85.0
COc1ccc(NC(=O)C2CCN(Cc3cnn(-c4ccccc4)c3-n3cccc3)CC2)cc1OC	10.7	0.8	103.9	-6.4	-14.2	7.0	82.3	107.6	104.4
O=C(CSc1nn(-c2ccc(F)cc2)c(=S)s1)NC(=O)NCc1ccco1	-0.8	-1.4	100.3	67.0*[fluorescence artefact?]	-10.7	47.0[fluorescence artefact?]	83.7	71.7[fluorescence artefact?]	76.4
O=C(CN1C(=O)COc2ccccc21)N(CCCN1CCOCC1)CC1CC=CCC1 (stereo not drawn)	2.7	6.1[fluorescence artefact?]	/	2.3	/	0.7	97.9	124.8	92.1
c1ccc2[nH]c(N3CCOCC3)nc2c1	3.8	1.2	91.5	-10.6	/	-9.2	91.9	124.5	101.1
O=C(c1ccco1)N1CCN(c2nc3ccccc3n3nnnc23)CC1	7.2	13.9	/	2.3[fluorescence artefact?]	/	5.8	86.3	106.4[fluorescence artefact?]	67.7
Nc1nc2n(n1)C(c1cccs1)CC(c1ccc(F)cc1)N2 (stereo not drawn)	7.5	1.6	104.0	-2.2	4.4	-0.6	97.7	107.5	98.5
N/C(=N\O)c1ccc(NC(=O)c2cccs2)cc1	-2.2	-7.1	107.8	8.4	/	1.1[fluorescence artefact?]	93.2	117.1	82.8
COc1ccc(Nc2ncnc3c2cnn3Cc2ccccc2)cc1	-2.8	-2.2	91.8	11.0	-24.3	18.1	83.0	111.0	82.9
Cc1cc[n+]2c3c(cccc13)CCC2	4.5	5.7	95.0	20.2[fluorescence artefact?]	6.6	22.4	95.9	53.1	95.0
Cc1cc(SCC(=O)c2ccc3c(c2)OCO3)nc2ccccc12	2.2	4.3	95.4	15.6[fluorescence artefact?]	5.9	4.2[fluorescence artefact?]	105.0	440.7*[fluorescence artefact?]	83.5
COC(=O)COc1ccc(S(=O)(=O)NCc2ccco2)cc1	-1.1	-3.4	94.3	-9.8	-4.0	1.8	89.1	101.7	106.8
CCOC(=O)CSc1nc2cc(C)cc(C)c2cc1C#N	-0.9	8.8	100.5	-2.6	-11.4	2.1	84.0	119.7	72.9
Cc1cc2cc(CNC(=O)NC3CCCCC3)ccc2n1C	11.3	2.1	99.2	-5.8[fluorescence artefact?]	/	7.4[fluorescence artefact?]	94.0	105.8	89.5
CCOC(=O)N1CCN(C(=O)CN(C2CCCCC2)S(=O)(=O)c2ccc(C)cc2)CC1	-0.6	3.4	93.7	-8.1	5.2	-3.9	106.7	137.9	94.0
Cc1cc(C)c2[nH]c(=O)c(C(c3nnnn3C3CCCC3)N3CCOCC3)cc2c1 (stereo not drawn)	0.4	14.9	93.4	1.4	/	-16.6	83.9	90.8	86.4
CCCOc1ccc(/C=N/O)cc1	5.2	-0.8	102.7	-8.1	-2.9	-12.5	86.4	89.2	89.1
NS(=O)(=O)c1ccc(CCNC(=O)CCC2COc3ccccc3O2)cc1 (stereo not drawn)	7.7	3.5	101.8	-7.5	-15.2	-11.4	92.7	116.6	89.0
COc1ccc(OCCCC(=O)Nc2nncs2)cc1	-6.7	0.6	105.2	8.2	9.5	-3.3	101.1	122.5[fluorescence artefact?]	97.8
CC(C)CCNC(=O)C(c1ccncc1)N(Cc1cccs1)C(=O)Cn1nnc(-c2ccc(F)cc2)n1 (stereo not drawn)	1.9	-2.0	74.8	-9.2	-10.0	-3.5	88.4	85.4	40.0*
CS(=O)(=O)N(CC(=O)Nc1ccccc1C(=O)N1CCOCC1)c1ccc2c(c1)OCO2	4.2	8.7	98.3	-5.5	-0.4	-4.9	96.0	115.1	100.5
COc1ccc(C2CC(=O)c3c([nH]c(C(=O)OC(C)C)c3C)C2)cc1OC (stereo not drawn)	11.4	/	99.6	/	/	/	96.7	/	91.6
COc1ccc(-c2noc(-c3ccccc3C(=O)Nc3cccc(OC)c3)n2)cc1	9.4	4.6	89.3	1.0	9.3	-5.6[fluorescence artefact?]	82.3	147.4	72.0
CN1CC=C2C(C#N)=C(N)C(C#N)(C#N)[C@H](c3cccc(Cl)c3)C2C1 (stereo partly drawn)	-0.9	-7.5	87.1	-10.1	0.2	-8.4	88.5	91.0[fluorescence artefact?]	62.0
COc1ccc(CN2CN(C(C)C)CSC2=S)cc1	8.3	7.2	85.3	-1.0[fluorescence artefact?]	13.6	-2.5[fluorescence artefact?]	64.8	90.7	0.7*
CSCCC(C(=O)NC1=NCCS1)N1C(=O)c2ccccc2C1=O (stereo not drawn)	-3.3	-5.1	101.1	-3.5	-2.2	-11.3	97.0	104.5[fluorescence artefact?]	103.8
O=C(NCC1COc2ccccc2O1)C1CCCN(S(=O)(=O)c2cccc3nsnc23)C1 (stereo not drawn)	4.5	6.6	92.6	-7.5	-62.7	-19.6	87.3	120.5	73.9
COc1ccc(C2CC(c3ccccc3)Nc3nc(NC(=O)c4cccs4)nn32)cc1 (stereo not drawn)	10.4	-3.9	87.5	3.9	13.7	16.3	82.4	98.6	83.3
O=C(Cn1cnc2c(nnn2-c2ccccc2)c1=O)NCC1CCCO1 (stereo not drawn)	9.3	-9.8	94.4	5.8	/	-2.4	98.4	110.5	101.4
CCOc1c(OC)cccc1C1CC(=O)Nc2cc3c(cc21)OCCO3 (stereo not drawn)	12.8	-16.3	96.2	-1.3	/	-0.5	76.8	111.6	14.9*
COc1ccc(CN(Cc2ccncc2)C(=O)CCC(=O)O)cc1	-2.8	-2.0	93.8	8.0[fluorescence artefact?]	-4.4	-5.8	82.0	127.0	92.8
O=C1CCCN1CN(C(=O)c1ccc2c(c1)OCO2)c1ccc(F)cc1	1.8	0.2	95.4	-6.0	/	3.9	91.3	120.6	90.6
CCOCCCNC(=O)C1c2ccccc2C(=O)N2CCc3ccccc3C12 (stereo not drawn)	-1.1	-8.6	93.5	0.7	1.9	-8.0[fluorescence artefact?]	100.3	89.5	78.8
CCSc1nnc(NC(=O)C(CC)(C(F)(F)F)C(F)(F)F)s1	10.6	7.6	94.6	0.7	-7.6	-1.4[fluorescence artefact?]	73.4	118.8	35.6*
CC1(C)NC(=O)N(CCSc2ccc(Cl)cc2)C1=O	6.8	8.1	101.2	4.3[fluorescence artefact?]	-12.5	3.7[fluorescence artefact?]	84.2	106.0	95.9
Cn1c(O)c(C=NCC2CCNCC2)c(=O)n(C)c1=O	3.8	10.9	91.6	-18.0	0.3	-6.5	86.8	93.6	92.8
Cc1ccc(C)c(Cn2c(C(C)O)nc3ccccc32)c1 (stereo not drawn)	2.8	2.6	98.5	-24.1	7.9	-23.9	102.7	113.0	99.1
COc1ccc(Cc2nnn(CC(=O)O)n2)cc1	-0.6	0.9	97.0	-27.0	-9.1	-9.2	97.8	125.3	98.3
Cc1occc1C(=O)Nc1ccc2c(c1)CCC2	0.9	-3.0	93.2	1.4	-12.2	-4.1	80.3	98.7	/
COC(=O)c1ccc2c(c1)NC(=O)C1CCCN21 (stereo not drawn)	7.9	55.9*[fluorescence artefact?]	94.0	80.6*[fluorescence artefact?]	/	21.8	92.4	35.3[fluorescence artefact?]	73.5
Cc1cc(C)n2nc(Cc3ccccc3)nc2n1	/	1.3	104.4	-2.8	15.9	-3.8	97.3	110.5	88.7
Cc1ccc(S(=O)(=O)N2c3ccc(S(N)(=O)=O)cc3CC2C)cc1 (stereo not drawn)	7.8	-1.4	98.3	-3.5	/	-4.1	88.9	108.1	91.0
COc1ccc(-c2ccc(=O)n(CC(=O)N3CCN(c4ccccc4OC)CC3)n2)cc1	7.8	11.1	97.5	-0.7	9.0	-10.0	94.9	120.1	90.4
Cc1ccc(SCc2nc(-c3ccncc3)no2)cc1	3.9	3.2	105.1	1.6	11.6	-6.0	111.1	116.2	84.5
Cc1ccc(NS(=O)(=O)c2cc(C(=O)N3CCOCC3)ccc2C)cc1C	4.0	0.1	97.8	-3.7	4.9	-2.8	101.0	112.8[fluorescence artefact?]	87.0
Cc1cc(NC(=O)CSc2ccc3nnc(-c4cccs4)n3n2)no1	-5.4	2.8	102.6	12.2[fluorescence artefact?]	-1.9	20.1	80.7	72.7	78.8

This is a subset, so the mix of outcomes need not match the whole.
